# High-throughput results: PubChem BioAssay, several laboratories
# NR2E3 ag-1 = human photoreceptor-specific nuclear receptor agonism; Q9Y5X4; CHO-S Gal4-NCOR/VP16-NR2E3 two-hybrid, luciferase; inhibition of corepressor binding, % at 3.98 µM; actives 0.35% (n = 360,000); AID 602229;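 active = inhibition above the mean of all tested compounds plus 3 SD, cut at about 70% in these data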;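 also: 0% = DMSO with NR2E3 transfected cells and 100% = cells lacking NR2E3 construct; higher means lower luciferase signal from less NR2E3 corepressor binding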
# Target sequence (Q9Y5X4 whole entry, looked up, the tested form may be a part): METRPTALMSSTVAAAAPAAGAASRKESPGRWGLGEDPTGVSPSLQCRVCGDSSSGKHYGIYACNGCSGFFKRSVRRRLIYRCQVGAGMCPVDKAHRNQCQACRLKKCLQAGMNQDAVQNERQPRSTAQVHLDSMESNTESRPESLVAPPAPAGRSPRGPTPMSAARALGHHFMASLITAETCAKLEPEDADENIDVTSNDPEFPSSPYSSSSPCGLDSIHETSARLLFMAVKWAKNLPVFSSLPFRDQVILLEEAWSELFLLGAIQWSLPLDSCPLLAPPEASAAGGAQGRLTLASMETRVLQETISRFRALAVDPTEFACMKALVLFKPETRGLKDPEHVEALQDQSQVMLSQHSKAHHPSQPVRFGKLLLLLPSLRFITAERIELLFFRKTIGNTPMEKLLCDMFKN
# CF NFkB block = cystic fibrosis NF-kB activation inhibition. KKLEB NF-kB-GFP reporter, PAF-induced, GFP fluorescence overnight. inhibition, % at 5 µM. actives 0.86% (n = 360,000);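 active = at least 50% inhibition at 5 µM, scaled per plate between neutral and stimulator controls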;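 also: PAF is a Pseudomonas aeruginosa culture filtrate used as stimulus; plate controls were PAF-stimulated DMSO wells for no effect and unstimulated DMSO wells for full effect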
# Peg3 promoter = inhibitors of Peg3 promoter | HeLa PEG-Prom luciferase reporter, luminescence, overnight | inhibition, % at 20 µM | actives 1.7% (n = 360,000);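 active = inhibition of at least 50% at 20 µM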
# PDI inh = PDI (human) enzyme inhibition; P07237; PDI insulin aggregation turbidity, A650, 90 min; inhibition, % at 10 µM; actives 0.052% (n = 350,000); AID 588391;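 active = mean inhibition across replicates of 30% or more, whatever share of single replicates reach that level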;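 also: absorbance from insulin aggregation driven by PDI reduction with DTT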
# Target sequence (P07237 whole entry, looked up): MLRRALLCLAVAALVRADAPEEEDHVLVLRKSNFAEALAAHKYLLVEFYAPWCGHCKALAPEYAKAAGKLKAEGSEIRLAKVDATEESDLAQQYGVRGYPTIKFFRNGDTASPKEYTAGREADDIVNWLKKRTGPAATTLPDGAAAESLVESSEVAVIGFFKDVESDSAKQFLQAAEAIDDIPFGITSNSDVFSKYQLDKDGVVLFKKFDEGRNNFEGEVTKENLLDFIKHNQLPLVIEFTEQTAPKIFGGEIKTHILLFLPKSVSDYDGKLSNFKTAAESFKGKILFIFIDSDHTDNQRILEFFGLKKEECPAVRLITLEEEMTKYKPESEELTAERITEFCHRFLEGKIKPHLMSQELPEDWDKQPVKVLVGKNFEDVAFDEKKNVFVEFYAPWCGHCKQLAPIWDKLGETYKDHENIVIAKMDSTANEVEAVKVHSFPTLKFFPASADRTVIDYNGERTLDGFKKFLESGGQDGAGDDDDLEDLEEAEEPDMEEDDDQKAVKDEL
# HIF-2a block = inhibitors of HIF-2a. 786-0 RCC cells HIF-2a reporter, luciferase luminescence, overnight. inhibition, % at 18.8 µM. actives 0.72% (n = 360,000). AID 624352;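 active = inhibition of the luminescence signal of 40% or more relative to plate controls, in a single-dose primary screen at 18.75 µM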
# CaV13 ICDI inh = Primary screen for inhibitors of IQ motif and Ca2+-dependent inactivation inhibitor domain binding in CACNA1D, Förster resonance energy transfer in living cells, …. actives 0.098% (n = 340,000). inhibition, % at 12.3 µM. HEK cells, CFP/YFP FRET ICDI-IQ, plate reader, 10 min; percent FRET-ratio fall versus neutral wells. AID 743397;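 active = mean replicate inhibition of at least 30% and at least 1% of replicates passing that level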;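 also: 0% = median of the neutral control wells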
# Vif inh = HIV Vif inhibition; HEK293T cells, Vif self-association by quenched fluorescence, imaging, 24 h; inhibition, % at 7.49 µM; actives 0.35% (n = 340,000); AID 602346; in the data active = inhibition above about 50%, passing the limit was not always enough; also: some results filed as inactive read as strong as hits
# KKLEB cytotox = counter-screen for CF NF-kB inhibitors: cytotoxicity; KKLEB CF airway cells viability, ATPlite luminescence, overnight; stronger effect = lower value; cells stimulated with P. aeruginosa culture filtrate; activity change (cytotoxicity), % at 5 µM; actives 0.36% (n = 360,000);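 active = corrected activity change at or below -50% at 5 µM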
# Shn3 inh set2 = inhibitors of Schnurri-3 3'UTR reporter in osteoblasts. Clone20 osteoblast Shn3 3'UTR firefly luciferase, 24 h. inhibition, % at 12.5 µM. actives 0.52% (n = 360,000);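 active = mean inhibition of at least 75% with every replicate also reaching 75%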;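 also: 0% = median of neutral control wells and 100% = pilot-screen positive control compound; some compounds past the cut are filed as inactive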
# NR2E3 ag-2 = agonists of human nuclear receptor NR2E3 | actives 0.12% (n = 320,000) | AID 2300 | GST-NR2E3/biotin-RetCOR TR-FRET, 1536-well | inhibition of corepressor binding, % at 4.78 µM | Q9Y5X4;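 active = percent inhibition above the cutoff of mean plus 3 SD of all tested compounds, set per screening campaign, cut at about 20% in these data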;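 also: 0% = DMSO wells and 100% = biotin wells as full block of FRET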
#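 system = GST-tagged NR2E3 plus biotinylated RetCOR corepressor | input = 1.35 nM GST-NR2E3 | also added = 7 nM biotin-RetCOR | schedule = 5 h incubation at 4 °C | measured by = TR-FRET with europium anti-GST and streptavidin-D2, 340 nm excitation | read-out = percent loss of FRET ratio relative to control wells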
# TRPM1 prom inh = MITF TRPM1 promoter inhibition in SK-MEL-5 cells; actives 0.83% (n = 330,000); SK-MEL-5 TRPM1 promoter luciferase, 24 h; inhibition, % at 12.5 µM;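 active = mean inhibition across replicates of 60% or more, whatever share of single replicates reaches that level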; also: values of inactives mirror those of a sister screen read the other way
# Numbers without * were called inactive; nt = no result given.
SMILES,NR2E3 ag-1,CF NFkB block,Peg3 promoter,PDI inh,HIF-2a block,CaV13 ICDI inh,Vif inh,KKLEB cytotox,Shn3 inh set2,NR2E3 ag-2,TRPM1 prom inh
CCN(CC)S(=O)(=O)c1ccc2nc(NC(=O)c3ccco3)sc2c1,-82.1,11.3,-76.8,3.4,-174.2,-7.5,-5.2,-2.8,-6.4,5.1,-30.2
CCCNCc1cc(OCC)c(OCC(=O)Nc2ccccc2)cc1Br,-2.7,5.5,4.4,4.1,-4.2,-4.3,-9.4,11.6,-28.4,-0.1,-3.7
Cc1noc(C)c1COC(=O)CCc1ccc(S(=O)(=O)N2CCCCC2)cc1,3.5,-9.8,-1.0,-5.8,9.1,-5.5,2.3,-3.4,5.3,0.9,13.9
N#CCCCN1C(=O)C(=C(C#N)C#N)c2ccccc21,8.8,-7.3,12.3,1.6,14.8,-0.2,5.6,10.7,-17.3,-3.4,44.7
Nc1ccc(N=Nc2ccccc2Cl)c(N)n1,-120.8,-30.0,-205.4,-2.1,-355.8,-3.5,-4.9,8.7,-96.7,-1.1,-41.6
Cc1ccccc1N1CC(C(=O)Nc2ccncc2)CC1=O (stereo unspecified),6.0,10.4,-6.8,-1.0,-1.7,-6.3,-0.6,-0.1,0.8,2.2,1.5
CC(C)(C)NC(=O)C(=O)NN=C1CCCCCCCCCCC1,-10.3,-7.5,-1.8,7.6,9.4,-3.2,1.2,15.3,4.6,1.8,-2.8
O=C(c1cc(S(=O)(=O)N2CCOCC2)ccc1F)N1CCc2ccccc21,-0.5,-0.7,3.6,15.4,22.9,-4.9,-4.5,9.3,2.8,nt,18.1
COC(=O)N(C)c1ccccc1C(=O)N1CCOCC1,6.8,0.4,15.4,8.8,20.2,-5.6,3.9,-4.0,-12.6,-2.8,1.0
COc1ccc(/C=C(\NC(=O)c2ccccc2)C(=O)N/N=C/c2sccc2C)cc1,-36.3,-19.9,-8.2,-5.5,3.1,-4.8,-2.3,10.4,-27.3,2.1,-13.4
Cc1cc(=O)[nH]c(NN=C(CC(C)C)CC(C)C)n1,-16.7,2.8,16.4,2.7,12.1,-5.3,7.5,-2.7,25.2,0.8,4.3
CCOC(=O)c1sc2ccccc2c1OC(=O)c1ccccc1OC,9.2,1.0,27.3,11.0,-31.7,-2.3,18.4,5.0,6.6,2.1,4.2
O=C(NCCO)Nc1ccc2nsnc2c1,25.6,4.3,-10.3,-9.5,-3.4,0.4,-1.9,-4.6,10.7,-2.6,-3.5
Cc1cccc(Cn2cnc3c(nnn3Cc3ccc(Cl)cc3)c2=O)c1,33.1,7.0,20.2,-2.0,13.6,-7.3,7.3,-3.8,13.9,3.7,1.3
COc1ccc(CC(N)c2csc(Nc3cnccn3)n2)cc1 (stereo unspecified),-23.7,12.9,26.1,-0.8,11.1,-2.4,2.3,-5.7,2.4,nt,nt
CSCCC1NC(=O)N(CC(=O)Nc2c(C(C)C)cccc2C(C)C)C1=O (stereo unspecified),-6.2,-18.1,5.5,-4.7,15.6,-2.1,-1.9,14.0,-4.7,1.1,7.8
CNC(=O)c1c(NC(=O)C2=COCCO2)sc2c1CCCC2,-51.7,-28.8,-22.8,0.7,-52.0,nt,-6.9,25.9,-6.4,2.3,-16.0
CCOC(=O)CCP(=O)(O)C(O)c1ccc(OC)cc1 (stereo unspecified),-3.4,-0.5,1.2,-1.9,0.0,nt,4.0,6.4,-6.8,-1.2,-5.8
COc1ccc(C(=O)OCC(=O)NCC2CCCO2)cc1S(=O)(=O)N1CCCc2ccccc21 (stereo unspecified),-3.1,-5.5,1.7,0.9,11.6,-6.3,5.7,2.8,-12.9,2.2,12.1
C=CCn1c(SCC(=O)NCc2ccco2)nnc1C1CCCCC1,-5.9,10.2,4.9,0.7,0.1,-4.1,1.2,-10.9,-7.5,-1.4,6.3
Cc1cc(C)c2cc(CN(CCN(C)C)C(=O)Nc3ccccc3Cl)c(=O)[nH]c2c1,-27.7,-6.9,28.6,-8.7,7.7,-1.0,-3.5,-15.6,-4.0,2.4,-8.9
Clc1ccc(N2CCOCC2)nn1,3.0,3.1,3.4,3.4,16.4,-1.6,1.0,13.4,-8.6,1.4,7.3
Cc1cccn2c(=O)c3cc(C(=O)NCCc4ccccc4)c(=N)n(CC4CCCO4)c3nc12 (stereo unspecified),-25.0,4.0,0.2,15.4,5.2,5.2,-15.0,-6.5,-5.5,3.0,0.7
COCCn1c(-c2ccc(C)cc2)nc2oc3cc(OC)ccc3c(=O)c2c1=O,-31.2,-2.2,7.1,0.0,-6.7,-2.0,-4.7,8.3,8.9,-2.0,-19.2
CC(C)(C)N(Cc1cc2ccccc2[nH]c1=O)C(=O)c1cccc([N+](=O)[O-])c1,-16.3,-7.0,17.1,-1.9,17.1,0.1,-5.6,30.6,16.5,-2.0,4.0
O=[N+]([O-])c1cccc(-c2nnc(CNC3CC3)o2)c1,11.7,-10.8,21.4,-5.0,10.2,0.8,7.9,0.4,26.2,2.9,-5.5
O=C(O)c1nn(CCOc2c(Cl)cccc2Cl)c(=O)c2ccccc12,12.6,-2.6,2.4,0.7,-24.4,-2.1,-19.8,15.0,7.2,4.0,-2.1
O=C(N=C1SC2CS(=O)(=O)CC2N1c1ccc(Br)cc1F)C1CC1 (stereo unspecified),6.0,7.2,-1.5,-2.6,2.6,-13.9,3.2,-0.5,-15.0,1.6,-0.2
CNC(=O)COC(=O)c1ccccc1NC(=O)c1ccco1,-7.6,0.0,2.5,-3.8,2.5,-4.0,nt,2.0,8.9,4.2,10.2
Cc1cc(N2CCC(C(=O)NCC3CC3)CC2)nc(-c2ccccc2)n1,-14.8,13.2,16.9,-2.2,15.5,-4.3,-2.6,-11.0,17.7,-1.5,5.9

# Arranged by SMILES length (smallest number first): part of the list above.
SMILES,NR2E3 ag-1,CF NFkB block,Peg3 promoter,PDI inh,HIF-2a block,CaV13 ICDI inh,Vif inh,KKLEB cytotox,Shn3 inh set2,NR2E3 ag-2,TRPM1 prom inh
CCOC(=O)CCP(=O)(O)C(O)c1ccc(OC)cc1 (stereo unspecified),-3.4,-0.5,1.2,-1.9,0.0,nt,4.0,6.4,-6.8,-1.2,-5.8
CNC(=O)COC(=O)c1ccccc1NC(=O)c1ccco1,-7.6,0.0,2.5,-3.8,2.5,-4.0,nt,2.0,8.9,4.2,10.2
CNC(=O)c1c(NC(=O)C2=COCCO2)sc2c1CCCC2,-51.7,-28.8,-22.8,0.7,-52.0,nt,-6.9,25.9,-6.4,2.3,-16.0
COCCn1c(-c2ccc(C)cc2)nc2oc3cc(OC)ccc3c(=O)c2c1=O,-31.2,-2.2,7.1,0.0,-6.7,-2.0,-4.7,8.3,8.9,-2.0,-19.2

# The listing continues:
SMILES,NR2E3 ag-1,CF NFkB block,Peg3 promoter,PDI inh,HIF-2a block,CaV13 ICDI inh,Vif inh,KKLEB cytotox,Shn3 inh set2,NR2E3 ag-2,TRPM1 prom inh
CC(C)[C@H](NC(=O)C1(c2ccccc2)CCN(C(=O)OC(C)(C)C)CC1)C(=O)O,20.6,-6.8,0.9,2.1,11.3,-5.2,7.3,-3.1,-5.2,8.6,2.5
C=CCN(CC=C)Cc1nc(N)nc(Nc2ccccc2C)n1,8.7,3.8,-8.3,-2.8,-5.8,-4.9,-2.1,-3.0,-2.9,-0.6,-6.7
O=C(NCCCN1CCOCC1)C(=O)N/N=C/c1ccccc1Cl,-13.3,-14.7,-6.8,0.0,-4.9,-3.7,-7.8,5.9,-3.9,0.9,9.7
CC1CCC(NC(=O)c2cccc(S(=O)(=O)NCc3ccccc3)c2)CC1 (stereo unspecified),-16.4,-0.9,1.2,12.4,-16.2,-5.0,-4.8,0.4,3.6,0.7,-0.1
O=C(CCC1CCCN(C(=O)c2ccsc2)C1)NCc1ccc(F)c(F)c1 (stereo unspecified),-23.7,-19.2,-25.5,-1.3,-25.9,-3.7,2.3,15.2,-16.0,2.7,-20.5
Fc1ccc(C2CC(c3ccc(F)cc3)n3ncnc3N2)cc1 (stereo unspecified),-19.0,5.9,17.6,-3.2,17.8,-5.3,12.4,7.9,9.2,1.9,1.1
Cc1ccc(NC(=O)COC(=O)CCc2c[nH]c3ccccc23)c(C)c1,-3.2,3.3,4.9,-5.8,3.0,-2.0,23.0,4.9,9.0,0.8,nt
COc1ccc(N(CC(=O)Nc2ccc(C(N)=O)cc2)S(=O)(=O)c2ccc(C)c([N+](=O)[O-])c2)cc1,-33.5,14.8,-1.2,5.4,7.3,-4.2,-4.9,-31.2,14.3,1.7,4.1
Cc1c(C(=O)N2CCN(CCc3ccccc3)CC2)oc2ccccc12,5.4,-9.1,10.9,4.9,-25.1,-5.3,3.0,7.8,-24.3,-3.9,-5.1
COC(=O)c1ccc(/C=N/NC(=O)CC(=O)NCc2cccnc2)cc1,6.9,-10.8,2.0,-1.4,13.3,-4.5,-6.1,12.4,14.9,2.4,0.8
CC(=O)Nc1cccc(NC(=O)COC(=O)CO/N=C(\C)c2ccc3c(c2)OCO3)c1,-8.1,6.0,-1.2,0.8,3.3,nt,-5.8,-0.6,4.9,-0.8,16.4
C[C@H]1CN([C@@H](C)CO)C(=O)c2cc(Br)cnc2O[C@@H]1CN(C)C(=O)CN(C)C,-5.6,0.3,2.9,0.5,10.6,-6.7,-1.8,3.3,-11.4,nt,nt
Cc1ccc(C)n1-n1cnc2sc3c(c2c1=O)CCC3,-5.3,-6.6,17.7,-2.0,-16.2,nt,2.6,3.1,4.0,1.6,-0.1
COC(=O)c1cc(C(=O)OC)n(Cc2ccc(F)cc2)n1,-9.4,12.3,-5.4,0.4,-17.9,-10.7,-1.7,6.2,11.9,0.0,5.0

# 3 entries out of the list above, arranged by their value in Peg3 promoter, low to high.
structure | Peg3 promoter
COC(=O)c1cc(C(=O)OC)n(Cc2ccc(F)cc2)n1 | -5.4
CC(C)[C@H](NC(=O)C1(c2ccccc2)CCN(C(=O)OC(C)(C)C)CC1)C(=O)O | 0.9
C[C@H]1CN([C@@H](C)CO)C(=O)c2cc(Br)cnc2O[C@@H]1CN(C)C(=O)CN(C)C | 2.9
